ANO1 activ: activators or potentiators of mouse TMEM16A chloride channel | HEK293 TMEM16A/YFP-H148Q/I152L, iodide quench fluorescence; active compounds read low | B-score at 10 µM | hit rate 0.3% among 340,000 | AID 623877 | Q8BHY3;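 active = fluorescence-ratio B-score plate-corrected deviation score at least 3 library SD below zero, with starting fluorescence score within 5 deviations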;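 also: channel opened by trigger with iodide after compound preincubation; score built on the fluorescence ratio of max minus min over baseline; more negative score means more quench and so TMEM16A activation or potentiation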
Target sequence (Q8BHY3 whole entry, looked up): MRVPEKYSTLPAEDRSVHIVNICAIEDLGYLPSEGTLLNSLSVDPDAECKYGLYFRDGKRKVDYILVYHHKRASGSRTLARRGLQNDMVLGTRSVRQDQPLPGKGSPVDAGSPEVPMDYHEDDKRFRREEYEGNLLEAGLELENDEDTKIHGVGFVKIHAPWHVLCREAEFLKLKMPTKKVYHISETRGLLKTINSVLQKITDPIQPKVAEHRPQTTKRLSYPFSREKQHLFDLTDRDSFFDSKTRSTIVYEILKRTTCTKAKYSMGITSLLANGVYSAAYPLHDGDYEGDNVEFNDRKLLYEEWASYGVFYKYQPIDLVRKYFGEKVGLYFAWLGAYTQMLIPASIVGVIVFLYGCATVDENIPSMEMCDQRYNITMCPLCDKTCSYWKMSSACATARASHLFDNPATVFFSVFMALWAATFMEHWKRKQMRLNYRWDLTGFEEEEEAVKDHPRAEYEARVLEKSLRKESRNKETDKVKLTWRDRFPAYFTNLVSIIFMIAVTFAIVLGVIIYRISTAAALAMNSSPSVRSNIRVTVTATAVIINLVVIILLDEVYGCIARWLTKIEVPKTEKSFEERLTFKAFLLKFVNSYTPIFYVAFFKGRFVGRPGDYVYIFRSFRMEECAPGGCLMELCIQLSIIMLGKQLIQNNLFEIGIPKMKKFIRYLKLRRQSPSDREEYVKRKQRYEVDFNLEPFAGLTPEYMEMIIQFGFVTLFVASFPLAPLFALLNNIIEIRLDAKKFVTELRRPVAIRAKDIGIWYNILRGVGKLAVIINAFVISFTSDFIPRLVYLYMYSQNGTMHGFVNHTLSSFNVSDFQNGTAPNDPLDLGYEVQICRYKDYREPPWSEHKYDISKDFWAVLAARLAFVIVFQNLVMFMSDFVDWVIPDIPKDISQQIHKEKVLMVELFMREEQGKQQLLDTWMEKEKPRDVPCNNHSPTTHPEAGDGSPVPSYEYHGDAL
Numbers without * were called inactive; i = inactive. The list is partial; rates above refer to the full screens.

canonical_smiles | ANO1 activ
Cc1cc(NC(=O)COC(=O)c2ccccc2O)no1 | i
O=C1OCC(CC2=C(O)C(=O)OC2)=C1O | i
CC(NC(=O)CNC(=O)c1ccc2c(c1)OCO2)c1ccc(S(N)(=O)=O)cc1 (centres undefined) | i
Cc1cn(C2CCCCC2)c(=O)n(-c2ccccc2)c1=O | i
O=C(CNC(=O)c1ccccc1F)NCCc1ccccc1F | i
CCOC(=O)NC1=NCC(C)(C)S1 | i
S=c1nc[nH]c2c1ncn2-c1ccccc1 | i
CCc1sc(C(=O)N2CCc3cc(OC)c(OC)cc3C2CC(=O)O)cc1C (centres undefined) | i
CN(C(=O)CSc1ccc(S(=O)(=O)N2CCCCC2)cn1)c1ccccc1 | i
CC(=O)NC12CC3CC(C1)CC(C(=O)N1CCN(S(=O)(=O)c4cccc([N+](=O)[O-])c4)CC1)(C3)C2 | i
CC(C)(C)OC(=O)N1CCN(C(=O)c2[nH]cnc2C(=O)Nc2nccs2)CC1 | i
Cc1ccccc1C(=O)NCC(=O)NC1CC1 | i
CN(c1ccccc1)S(=O)(=O)c1cccc(C(=O)N2CCCCCC2)c1 | i
CC1CCCC(NC(=O)COC(=O)CCC(=O)c2cccs2)C1C (centres undefined) | i
CC(Sc1nnc(CN2CCCC2)n1Cc1ccccc1)C(=O)Nc1ccc(F)c(F)c1F (centres undefined) | i

In the list so far, these contain fluorine.
canonical_smiles | ANO1 activ
O=C(CNC(=O)c1ccccc1F)NCCc1ccccc1F | i
CC(Sc1nnc(CN2CCCC2)n1Cc1ccccc1)C(=O)Nc1ccc(F)c(F)c1F (centres undefined) | i

Back to the main list with the 4 entries that preceded the break.
canonical_smiles | ANO1 activ
Cc1ccccc1C(=O)NCC(=O)NC1CC1 | i
CN(c1ccccc1)S(=O)(=O)c1cccc(C(=O)N2CCCCCC2)c1 | i
CC1CCCC(NC(=O)COC(=O)CCC(=O)c2cccs2)C1C (centres undefined) | i
CC(Sc1nnc(CN2CCCC2)n1Cc1ccccc1)C(=O)Nc1ccc(F)c(F)c1F (centres undefined) | i
O=C(CCl)N1c2ccccc2Oc2ccc3ccccc3c21 | i
CC1CCCCC12NC(=O)N(CC(=O)Nc1ccc(N3CCCCC3)cc1)C2=O (centres undefined) | i
COc1ccc([C@H]2CC(=O)C=C(c3cccc(F)c3OC)C2)cc1 | i
O=C1OCCN1C(=O)[C@H]1[C@H](c2ccc(Cl)cc2)C(c2ccc(F)cc2)=NN1c1ccccc1 | i
CCC1Nc2ncnc(N3CCOCC3)c2N(Cc2ccc(Cl)cc2)C1=O (centres undefined) | i
Cc1ccc(C=NNC(=O)c2cc(-c3cccnc3)nc3ccccc23)o1 | i
Cc1ccc(C)c(C(=O)COC(=O)c2nn(C)c(=O)c3ccccc23)c1 | i
CN(C)CCCNC(=O)c1ccc(/C=N/O)nc1 | i
O=c1[nH]n(-c2ccccc2)c(=O)cc1Cl | i
CCOc1ccc(S(=O)(=O)N2CCN(C(=O)Cc3n[nH]c(=O)c4ccccc34)CC2)cc1 | i
C[C@@]12C(=O)N(c3ccc(Cl)cc3)C(=O)N1[C@@H]1c3ccccc3OC[C@@H]1[C@H]2c1ccccc1 | i
CCOC(=O)C(=O)NC1CC=CCC1c1ccc2c(c1)OCO2 (centres undefined) | i
N#CN1CCC(NS(=O)(=O)c2ccc(C(F)(F)F)cc2)C1 (centres undefined) | i
COc1ccccc1C(=O)NC(CCSC)C(=O)OCC(=O)N1CCN(S(=O)(=O)c2ccc(C)cc2)CC1 (centres undefined) | i
COc1ccc(C(=O)O)cc1S(=O)(=O)N1CCN(Cc2ccc3c(c2)OCO3)CC1 | i
O=C(OCC(=O)N1CCC(Cc2ccccc2)CC1)c1ccccc1F | i
COc1ccc(S(=O)(=O)N2CCOCC2)cc1NC(=O)c1ccc(OC(F)F)cc1 | i
CC(=O)OC1[C@H](Oc2c(O)c(C)c3c4c2[C@@H](C)CC[C@@H]4[C@@H](C)C[C@@H]3C=C(C)C)OC[C@@H](O)[C@@H]1O (some centres undefined) | i
CCOc1ccc(S(=O)(=O)NCc2cccs2)cc1C(C)C | i
Cc1ccc(NS(=O)(=O)c2ccc(C(=O)NCCN3CCOCC3)cc2)cc1 | i
COc1ccc(C(=O)OCC(=O)c2ccc3c(c2)NC(=O)CO3)cc1[N+](=O)[O-] | i
CN(C)S(=O)(=O)c1ccc(F)c(C(=O)Nc2ccccc2C(=O)NC2CC2)c1 | i
O=C1COc2ccc(C(=O)COC(=O)c3ccccc3Cl)cc2N1 | i
COCCNC(=O)C(c1ccccc1)N(CCOC)C(=O)Cn1nnc2ccccc21 (centres undefined) | i
O=C(c1ccccc1NS(=O)(=O)c1ccc(F)cc1F)N1CCCCC1 | i
COc1ccccc1OCCNC(=O)CN1C(=O)NC2(CCCC2)C1=O | i
CC(C)Cn1c(SCC(=O)Nc2ccc(Cl)cc2F)nc(O)cc1=O | i
CC(C)(C)c1ccc(C(=O)NNC(=O)CNC(=O)c2cccs2)cc1 | i
O=C(O)/C(=C\c1ccc(Cl)cc1)c1ccc(S(=O)(=O)N2CCCC2)s1 | i
CCC(C)(O)C(=O)N[C@H]1CCCN1C(=O)/C=C/c1ccccc1 (some centres undefined) | i
COc1ccccc1NS(=O)(=O)c1cc(NC(=O)COc2ccccc2F)ccc1N1CCOCC1 | i
COCC(C)n1c(SCC(=O)Nc2ccc3c(c2)OCCO3)nc2ccccc2c1=O (centres undefined) | i
O=C(CCc1nc2ccccc2c(=O)[nH]1)Nc1cc(C(F)(F)F)ccc1N1CCCC1 | i
CC1CCC2(CC1)NC(=O)N(CC(=O)Nc1ccc3c(c1)OCCCO3)C2=O (centres undefined) | i
O=C(CCc1nc2ccccc2c(=O)[nH]1)NNC(=O)c1ccc(F)cc1 | i
O=C(O)c1ccc(-n2cc(-c3cc4ccccc4oc3=O)[nH]c2=S)cc1 | i
CC(C)n1nc(C(=O)NNC(=O)c2ccc(OC(F)F)cc2)c2ccccc2c1=O | i
C=CCNc1nc(C(=O)OCC(=O)Nc2cccc(SC)c2)cs1 | i
O=C(COC(=O)Cc1ccsc1)Nc1ccc(Br)cc1 | i
CC(C)(C)C(=O)CSc1ccc(S(=O)(=O)N2CCN(Cc3ccccc3)CC2)cn1 | i
COC(=O)c1cc2c(n1S(=O)(=O)c1ccc(C)cc1)C(=O)C(=O)c1[nH]cc(C(=O)OCc3ccccc3)c1-2 | i
CCc1nc2ccc(C(=O)N(C)CC(=O)Nc3ccccc3C(F)(F)F)cc2nc1CC | i
COc1ccccc1-n1cnnc1SC(C)C(=O)NCC1CCCO1 (centres undefined) | i
O=c1[nH][nH]c(=O)c2nc(Nc3ccccc3)ncc12 | i
COc1cccc(C(=O)OCC(=O)N2CCC(Cc3ccccc3)CC2)c1OC | i

3 of the compounds above, with each value named:
CCc1nc2ccc(C(=O)N(C)CC(=O)Nc3ccccc3C(F)(F)F)cc2nc1CC
  ANO1 activ: i

COc1ccccc1-n1cnnc1SC(C)C(=O)NCC1CCCO1 (centres undefined)
  ANO1 activ: i

O=c1[nH][nH]c(=O)c2nc(Nc3ccccc3)ncc12
  ANO1 activ: i

(cont.)
canonical_smiles | ANO1 activ
CCN(C(=O)COC(=O)Cc1ccc(F)cc1)c1c(N)n(Cc2ccccc2)c(=O)[nH]c1=O | i
Cc1cccc(C)c1NC(=O)CN1CCN(C(=O)c2ccc(OCc3cn4ccccc4n3)cc2)CC1 | i
Cn1cccc1C(=O)OCC(=O)c1c[nH]c2ccccc12 | i
COc1cc(OC)cc(-c2c(C#Cc3ccsc3)c3cc(-c4cccc5[nH]ccc45)ccc3n2C)c1 | i
COc1ccc(NC(=O)c2ccc(NC(=O)C3COc4ccccc4O3)cc2)c(OC)c1 (centres undefined) | i
CO[C@H]1/C=C/O[C@@]2(C)Oc3c(C)c(O)c4c(O)c(c5c(c4c3C2=O)NC2(CCN(CC(C)C)CC2)N=5)=NC(=O)/C(C)=C\C=C\[C@H](C)[C@H](O)[C@@H](C)[C@@H](O)[C@@H](C)[C@H](OC(C)=O)[C@@H]1C | i
COc1ccc(C2=NOC(Cn3nc(-c4ccccc4)cc3C(=O)NCc3ccco3)C2)cc1 (centres undefined) | i
O=P(O)(OCc1ccccc1)OCc1ccccc1 | i
COc1ccc2c(c1)OCC(O)(c1ccccc1)C2=O (centres undefined) | i
Cc1nc(N)nc(N)c1-c1ccc([N+](=O)[O-])cc1 | i
COc1cccc(CNC(=O)COC(=O)C2CCN(c3ccc(C(F)(F)F)cn3)CC2)c1 | i
CC(C)Cn1nc(C(=O)N2CCc3ccccc32)c2ccccc2c1=O | i
CC(NC(=O)CN1C(=O)NC2(CCCCCCC2)C1=O)c1ccccc1 (centres undefined) | i
CCOc1ccc2oc(C(=O)OCC(=O)N3CCCC(C)C3)c(C)c2c1 (centres undefined) | i
CCC1(C)CN=C(c2ccccc2)NC1 (centres undefined) | i
CCOc1ccc(NC(=O)CN(C)C(=O)C(C)Oc2ccc(Cl)cc2)cc1OCC (centres undefined) | i
COc1cc2c(cc1OC)C(c1cc(OC)c(OC)c(OC)c1)C1(O)C(=O)OCC1(O)C2 (centres undefined) | i
COC(=O)c1cc(OC)c(OC)cc1NC(=O)CSCc1c(C)noc1C | i
CC1(C)C[C@H]2C3=CCC4[C@@]5(C)CC[C@H](O)[C@](C)(CO)C5CC[C@@]4(C)[C@]3(C)C[C@H]3O[C@@H]1[C@H](O)[C@]32CO (some centres undefined) | i
COc1ccc(NS(=O)(=O)c2cccc(C(=O)NNC(=O)c3ccc(=O)[nH]c3)c2)cc1 | i
COC(=O)c1ccc(/C=C2\SC(=S)N(CCCC(=O)N3CCOCC3)C2=O)cc1 | i
O=S(=O)(NCC(c1ccco1)N1CCCCC1)c1cccc(C(F)(F)F)c1 (centres undefined) | i
Nc1ccc2c(c1Br)Cc1ccccc1-2 | i
C=CC[C@H](CC(=O)N(CCO)Cc1ccccc1)C(=O)N[C@H](COC(=O)[C@@H](CC=C)Cc1ccc(F)cc1)C(C)(C)C | i
CSCCC(NC(=O)c1ccccc1Cl)C(=O)N1CC(C)OC(C)C1 (centres undefined) | i
Cc1cccc(N(Cc2ccccc2)C(=O)CN2C(=O)NC3(CCCCC3C)C2=O)c1 (centres undefined) | i
Cc1cccc(NC(=O)C2CCCCN2S(=O)(=O)c2ccccc2)c1C (centres undefined) | i
CCN(CC)c1ccc(C(=O)NNC(=O)C2CSC3(C)CCC(=O)N23)cc1 (centres undefined) | i
O=C(OCC1CCC=CO1)C1CCC=CO1 (centres undefined) | i
O=C(CSc1nnnn1-c1cccc(F)c1)NC1CCCCC1 | i
COc1ccc2c(c1)[C@@H]1[C@H](CO2)[C@H](c2ccccc2)[C@]2(C)C(=O)NCC(=O)N12 | i
CCC(C)Sc1cccc(-c2nc3ccccn3c2NCc2ccccc2)c1 (centres undefined) | i
CCCN=C1N(CC)C[C@@H]2[C@@H]3C(=O)N(Cc4ccccc4)C(=O)[C@@H]3[C@](Cc3ccccc3)(C(=O)OC)N12 | i
CC(=O)NC12CC3CC(C1)CC(C(=O)Nc1ccc(C)c(S(=O)(=O)N4CCCCCC4)c1)(C3)C2 | i
C=CCN(c1ccccc1OC)S(=O)(=O)c1cccc(C(=O)OCC(=O)N2CCOCC2)c1 | i
CCOC(=O)C1CCN(C(=O)C(CCSC)NC(=O)c2ccccc2OC)CC1 (centres undefined) | i
C/C=C/c1ccc(OCC(=O)OCC(=O)NC2CC2)c(OC)c1 | i
Cc1ccc(C(C)C)c(OCC(=O)NN=C2CCCC(=O)C2)c1 | i
O=C(O)COc1ccccc1C=NNC(=O)c1ccc(NS(=O)(=O)c2cccs2)cc1 | i
Cc1cc(C(=O)OCC(=O)NC2CCCCC2C)c2ccccc2n1 (centres undefined) | i
CC(C)(C)c1ccc(S(=O)(=O)N2CCN(CC(=O)N3CC(=O)Nc4ccccc43)CC2)cc1 | -38*
N#C/C(=C/C1=C(N2CCOCC2)C(=C/c2ccc(Cl)cc2)/CC1)C(=O)Nc1ccccc1F | i
Fc1cc(F)c(F)c(SCn2cc(Br)cn2)c1F | i
COc1ccc(C)cc1NC(=O)COC(=O)CCC(=O)c1cccs1 | i
O=C(NNC(=O)c1ccccn1)c1ccc(OC(F)F)cc1 | i
CC(Cc1ccccc1)=NNS(=O)(=O)c1ccc([N+](=O)[O-])cc1 | i
COc1ccc(S(=O)(=O)N(C)C[C@H]2Oc3ccc(NC(=O)NC4CCCCC4)cc3C(=O)N([C@H](C)CO)C[C@@H]2C)cc1 | i
COc1ccccc1-c1nnc2n1N=C(c1ccc(OC(F)F)c(OCC3CC3)c1)CS2 | i
O=C(Nc1ccc(Cl)cc1)C1C2CCC3C(CCC21)C3(Cl)Cl (centres undefined) | i
Cc1noc(C)c1COc1ccc(C(=O)NCCc2ccc(F)cc2)cc1 | i
CC12CCC(=O)C=C1CCC1C2CCC2(C)C(c3csc(N)n3)CCC12 (centres undefined) | i
CN(CC(=O)O)C(=O)c1ccccc1 | i
CCCCN1CC(=O)N2[C@H]3c4cc(C)ccc4OC[C@@H]3[C@H](C(=O)OCC)[C@]2(C)C1=O | i
CCCn1c(N)c(N(CCOC)C(=O)CSc2ccccc2)c(=O)[nH]c1=O | i
CC(NC(=O)c1ccc(NC(=O)CC2SC(N3CCCC3)=NC2=O)cc1)c1ccccc1 (centres undefined) | i
COc1cccc(/C=N/Nc2ccc(S(=O)(=O)Nc3ccccc3C(=O)O)cc2[N+](=O)[O-])c1O | i

Compound activity: PubChem BioAssay, Johns Hopkins Ion Channel Center
